mcGAS RapidFire: inhibitors of mouse cGAS | Q8C6L5 | recombinant mouse cGAS, cGAMP by RapidFire MS | inhibition, % at 12.5 µM | actives 0.18% (n = 130,000) | AID 1259397;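 active = inhibition of cGAS enzyme activity at or above 60%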;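 also: enzyme stimulated by 45 bp dsDNA with ATP and GTP substrates; cGAMP share of summed cGAMP plus half ATP and half GTP signals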
Target sequence (Q8C6L5 whole entry, looked up): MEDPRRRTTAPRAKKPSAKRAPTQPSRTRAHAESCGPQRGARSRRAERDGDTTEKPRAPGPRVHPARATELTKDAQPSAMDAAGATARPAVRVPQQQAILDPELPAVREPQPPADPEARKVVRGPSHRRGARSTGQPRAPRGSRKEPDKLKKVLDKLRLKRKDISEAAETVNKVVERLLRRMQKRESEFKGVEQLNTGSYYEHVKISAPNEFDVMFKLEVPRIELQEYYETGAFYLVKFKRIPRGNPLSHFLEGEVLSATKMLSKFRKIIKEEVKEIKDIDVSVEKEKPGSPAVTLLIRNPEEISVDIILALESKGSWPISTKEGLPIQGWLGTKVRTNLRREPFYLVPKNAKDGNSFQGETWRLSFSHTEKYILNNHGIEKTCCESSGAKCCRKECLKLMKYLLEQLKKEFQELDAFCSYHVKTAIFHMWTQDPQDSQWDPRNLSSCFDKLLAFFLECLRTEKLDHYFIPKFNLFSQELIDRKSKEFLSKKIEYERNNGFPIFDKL
* hit, by the source's call; & = joins results of further samples.

`N#Cc1c(NC(=O)C2CC(=O)OC23CCCCC3)sc2c1CCCCC2` (centres undefined) gave mcGAS RapidFire -16.
CC1CCN(c2nnc(SC(C)c3nc(N)nc(N(C)C)n3)n2C2CC2)CC1 (centres undefined) was read as mcGAS RapidFire -5.
Screening CCC(C)Cn1c(-c2ccc(OC)cc2)csc1=Nc1cccc(C(C)=O)c1 (centres undefined) returned mcGAS RapidFire 25.
`O=C1[C@@H]2C[C@H](O)CCN2C(=O)CN1Cc1ccc2c(c1)OCO2` gave mcGAS RapidFire -8.
`O=C(O)C1CN(S(=O)(=O)/C=C/c2ccc(Cl)cc2)c2ccccc21` (centres undefined) gave mcGAS RapidFire -1.
Screening CCC(=O)c1ccc(OCC(=O)N2CCC3(CCCNC3)C2)cc1 (centres undefined) returned mcGAS RapidFire -16.
Screening CC(=O)NCC1CCN(C(=O)Cc2ccc3c(c2)CCCC3)CC1 returned mcGAS RapidFire -10.
Screening O=C(c1cc(-c2ccco2)on1)N1CCCCC1 returned mcGAS RapidFire 14.
Screening CC(C)(C)N(Cc1ccccc1)C(=O)COc1cccnc1Br returned mcGAS RapidFire -32.
Screening CCOC(=O)c1sc(=NC(=O)c2ccc(Cl)s2)n(C)c1C returned mcGAS RapidFire -3.
`CCc1noc(C)c1C(=O)NCc1ccc(N(C)C)cc1` gave mcGAS RapidFire -2.
Screening CCc1nc(-c2c(-c3ccccc3)ncn2CCc2c(C)n[nH]c2C)c(C)[nH]1 returned mcGAS RapidFire 2.
O=C1C(NS(=O)(=O)c2cccs2)=C([n+]2ccccc2)C(=O)c2ccccc21 was read as mcGAS RapidFire 4.
Screening CN(CCn1ccc2ccccc21)Cc1cnc(N)nc1 returned mcGAS RapidFire -14.
For NC(=O)c1ccc(-c2nc(-c3ccc4c(c3)OCCO4)c(-c3ccccn3)[nH]2)cc1 the results were mcGAS RapidFire -18.
`CCNC(=O)Cn1c(=O)/c(=C/c2ccccn2)s/c1=C\C(=O)C(C)(C)C` gave mcGAS RapidFire -5.
Screening CC(C)CNC(=O)c1cc(N)ccc1N1CCCC1 returned mcGAS RapidFire -6.
For CNC(=O)[C@@H]1C[C@H](N)CN1C(=O)c1ccccc1C(=O)c1ccc(C)cc1 the results were mcGAS RapidFire -28.
For Cn1nnc2c(N3CCN(C(=O)CCC4CCCC4)CC3)ncnc21 the results were mcGAS RapidFire 4.
Screening Cc1ccccc1C1(O)CCNCC1 returned mcGAS RapidFire -29.
For Cc1cccc(=O)n1CCC(=O)NC1CCC(n2cnnc2)CC1 (centres undefined) the results were mcGAS RapidFire -46.
For N#CCCCCN1Cc2ccccc2-c2ccccc2C1 the results were mcGAS RapidFire 1.
`Cc1ccc(CCC(=O)N2CCCC(O)C2)c(C)c1` (centres undefined) gave mcGAS RapidFire -6.
CC(C)c1noc(CNC(C)(CNC(=O)OC(C)(C)C)C(C)C)n1 (centres undefined) was read as mcGAS RapidFire -5.
COc1ccc(-c2ncc(C)c(N)n2)c(C)c1 was read as mcGAS RapidFire -17.
`CCCCn1ncc(C)c1NC(=O)c1cccnc1SC` gave mcGAS RapidFire -6.
Cc1cnccc1CN(C)C(=O)[C@@H](N)Cc1c[nH]c2ccccc12 was read as mcGAS RapidFire -6.
Screening CC1(C)CC2CC(C)(CN2C(=O)COC(=O)C23CC4CC(CC(Br)(C4)C2)C3)C1 (centres undefined) returned mcGAS RapidFire 0.
CC(C)CC(=O)Nc1cccc([N+](=O)[O-])c1 was read as mcGAS RapidFire -4.
C=CCn1c(-c2ccc(Cl)s2)csc1=Nc1ccccc1 was read as mcGAS RapidFire -15&18.
Cc1cccc(CC(C)NC(=O)c2coc(COc3ccc4c(c3)OCO4)n2)n1 (centres undefined) was read as mcGAS RapidFire -7.
For COc1nc(OC)nc(-c2cc(C)ccc2OC)n1 the results were mcGAS RapidFire 6.
`CNC(=O)COc1ccc(-c2c(C)cccc2C)cc1` gave mcGAS RapidFire 1.
`COc1c(O)cc2oc3cc(O)c(CC=C(C)C)c(O)c3c(=O)c2c1CC=C(C)C` gave mcGAS RapidFire -6&-2.
For CCOc1ccc2nc(NC(=O)CC)sc2c1 the results were mcGAS RapidFire -5.
CCn1cc(CN(C(=O)c2cn3c4c(cccc4c2=O)CC3)C(C)C)cn1 was read as mcGAS RapidFire -15.
`CCCNc1ccc(C)cc1C(=O)N1CCCC(C(=O)OCC)C1` (centres undefined) gave mcGAS RapidFire -16.
Screening O[N+]1=CC=CCC1=S.On1ccccc1=S.[Zn] returned mcGAS RapidFire 6&16.
For COc1cc(-c2nc(S(=O)(=O)c3ccccc3)c(N3CCOCC3)o2)cc(OC)c1OC the results were mcGAS RapidFire -6.
`Cc1ccccc1-n1cnnc1SCc1nc2ccccc2c(=O)[nH]1` gave mcGAS RapidFire -5.
`Cc1nc(CCNC(=O)C2CC(C(C)C)=NO2)sc1C` (centres undefined) gave mcGAS RapidFire -20.
`O=C(Cn1ncc2ccccc2c1=O)Nc1ccccc1OC(F)F` gave mcGAS RapidFire -6.
For CCS(=O)(=O)Nc1cc(Br)ccc1OC the results were mcGAS RapidFire -13.
`O=C(CCSc1ccc(C(F)(F)F)cn1)Nc1c(Cl)cccc1Cl` gave mcGAS RapidFire -13.
Screening COc1cccc(C(=O)NCC2CCCN(C(=O)c3cc(C(C)C)[nH]n3)C2)c1OC (centres undefined) returned mcGAS RapidFire -11.

Structural class: the entries above containing a thiophene ring, fused or not (4)
`N#Cc1c(NC(=O)C2CC(=O)OC23CCCCC3)sc2c1CCCCC2` (centres undefined) gave mcGAS RapidFire -16.
Screening CCOC(=O)c1sc(=NC(=O)c2ccc(Cl)s2)n(C)c1C returned mcGAS RapidFire -3.
O=C1C(NS(=O)(=O)c2cccs2)=C([n+]2ccccc2)C(=O)c2ccccc21 was read as mcGAS RapidFire 4.
C=CCn1c(-c2ccc(Cl)s2)csc1=Nc1ccccc1 was read as mcGAS RapidFire -15&18.

Continued:
Screening Cc1ccc(C2CCCCCN2C(=O)CCc2nc(C3CC3)no2)o1 (centres undefined) returned mcGAS RapidFire -11.
CCCNc1nnc(SCc2ccc(C#N)cc2F)s1 was read as mcGAS RapidFire 1.
For CC(NC(=O)C1CC(=O)N(c2ccc3c(c2)CCC3)C1)c1cccnc1 (centres undefined) the results were mcGAS RapidFire 12.
Cc1ccc(C(=O)Nc2c(C)nc3ccccn3c2=O)cc1 was read as mcGAS RapidFire -4.
`Cc1ccc(N=Cc2ccccc2C)c(O)c1` gave mcGAS RapidFire -1.
Screening CCC(=O)C1=C(c2ccc(C)c(C)c2)N(C(=O)CC)n2cnnc2S1 returned mcGAS RapidFire 0.
Screening CSCc1ccc(C(=O)Nc2cccc(C(C)=O)c2)o1 returned mcGAS RapidFire -8.
For CCN1CCN(c2ccc(NC(=O)c3ccc(OC)cc3F)c(C)c2)CC1 the results were mcGAS RapidFire 0.
CSc1nc(C2CC2)cc(-c2ccc(F)cc2)c1C#N was read as mcGAS RapidFire 49.
`O=C(Nc1ccc(OC(F)F)c2ncccc12)N1CCCSCC1` gave mcGAS RapidFire -11.
Cc1nc2n(n1)C(=O)C(C(c1ccccc1)N1CCC(C(N)=O)CC1)S2 (centres undefined) was read as mcGAS RapidFire -6.
`O=S(=O)(c1ccc(Cl)s1)N1CCCCC1c1nc2ccccc2s1` (centres undefined) gave mcGAS RapidFire -5.
CCn1nccc1C(=O)N(C)Cc1ccc(OC)c2ncccc12 was read as mcGAS RapidFire -12.
Screening COc1ccc(S(=O)(=O)NCc2ccccn2)cc1C(C)(C)C returned mcGAS RapidFire -1.
`CC1(C)CC(=O)C=C(C(=O)N2CCC3(CC2)CCN(Cc2ccccc2)C3=O)O1` gave mcGAS RapidFire -2.
For Cc1nn(-c2ccccn2)c(N)c1C#N the results were mcGAS RapidFire -3.
COC(=O)c1ccc(Cn2cc(Br)cn2)o1 was read as mcGAS RapidFire 11.
O=C(CC1CC2CCC1C2)OCCc1cn[nH]c1 (centres undefined) was read as mcGAS RapidFire -3.
For COc1ccc(COc2ccc(C#N)cc2OC)cc1F the results were mcGAS RapidFire 7.
Cc1cccc(N=Nc2c(O)[nH]c3c(C)cc(Cl)cc23)c1 was read as mcGAS RapidFire -11.
Screening CCCC1CCCN(C(=O)c2cc3c(C)nn(C)c3s2)CC1 (centres undefined) returned mcGAS RapidFire 3.
COCC(=O)N1CCC(Oc2ccc(C(=O)NCc3cccc(F)c3F)cc2)CC1 was read as mcGAS RapidFire -6.
`Cc1cc(N2CCCN(Cc3cccc(OCC(N)=O)c3)CC2)ccn1` gave mcGAS RapidFire -8.
`O=C1OCCN1CCCNC1(c2ccc(F)cc2)CCC1` gave mcGAS RapidFire -1.
COCCN(CCOC)C(=S)Nc1cccc(C)c1 was read as mcGAS RapidFire -7.
Screening COc1ccc2c(=O)c3c(=O)n(-c4ccc(C)cc4)c(C)nc3oc2c1 returned mcGAS RapidFire -12.
Cc1ccc2nc(CN3CCCC4(C3)C(=O)N(C)c3ccccc34)cn2c1 (centres undefined) was read as mcGAS RapidFire 1.
Screening O=C(Nc1cccc2cccnc12)c1ccc([N+](=O)[O-])o1 returned mcGAS RapidFire 4.
For O=C1c2ccc(Br)cc2C(=O)N1CNc1ccc(Oc2ccc(Cl)cc2)cc1 the results were mcGAS RapidFire -5.
For CCC1=NOC(CNCc2cnc(-c3ccccc3C)s2)C1 (centres undefined) the results were mcGAS RapidFire 0.
Screening COCCN1CCCC(Cn2cnnc2)C1 (centres undefined) returned mcGAS RapidFire -38.
For CC(C)CN(CC(N)=O)c1ncc(Br)cn1 the results were mcGAS RapidFire -1.
Screening CC(c1ccncc1)N(C)C(=O)C1CCN(C)C(=O)C1 (centres undefined) returned mcGAS RapidFire -10.
Screening CC1(C)Cc2cccc(CN3CCCC(O)(CO)C3)c2O1 (centres undefined) returned mcGAS RapidFire -10.
For Cc1sc(NC(=O)c2ccccc2)c(CN2CCN(c3ccccc3)CC2)c1C the results were mcGAS RapidFire -4.
For O=C(CN1c2cccc3cccc(c23)S1(=O)=O)c1c[nH]c2ccccc12 the results were mcGAS RapidFire 87*.
Screening CCn1c(C)cn2c3c(=O)n(Cc4cc(C)ccc4C)c(=O)n(C)c3nc12 returned mcGAS RapidFire -8.
Screening Oc1oc(-c2cccc3ccccc23)nc1C=Nc1cccc(F)c1 returned mcGAS RapidFire -6.
`O=C(NNC(=O)c1cccn(Cc2cccc(Cl)c2)c1=O)Nc1ccccc1` gave mcGAS RapidFire -3.
O=C(CN1CCN(C(=O)c2cnc3c(cnn3C3CCCC3)c2)CC1)N1CCCCCC1 was read as mcGAS RapidFire -8.
O=C(CCn1nnc2ccccc21)N1CCCC(O)(CO)CC1 (centres undefined) was read as mcGAS RapidFire -8.
`CS(=O)(=O)NCCC1CCCN(Cc2ccc3nonc3c2)C1` (centres undefined) gave mcGAS RapidFire -13.
COC(=O)CCC(NC(=O)Cc1ccc2ccccc2c1)C(=O)OC (centres undefined) was read as mcGAS RapidFire -6.
Screening COc1cc(/C=C/C(=O)N2CCC=CC2=O)cc(OC)c1OC returned mcGAS RapidFire -7&1.
O=C(c1ccccc1-n1cccc1)N1CCCC2(CCc3ccccc32)C1 (centres undefined) was read as mcGAS RapidFire -4.
Screening CN1CCN(c2ncc3c(=O)n(C4CCCC4)ccc3n2)CC1 returned mcGAS RapidFire -18.
Screening Cc1ccc(C(=O)Nc2cc(S(=O)(=O)N(C)C)ccc2F)s1 returned mcGAS RapidFire -16.
For COCc1cc(CNC(=O)c2c(C)n(C)c3ccc(OC)cc23)[nH]n1 the results were mcGAS RapidFire -11.
Screening Cc1ccc(-c2cc(C(=O)N3CCCC3C3CCCC3)n[nH]2)s1 (centres undefined) returned mcGAS RapidFire -19.
For CCOC(=O)c1nn(-c2ccccc2C)c(=O)cc1NC the results were mcGAS RapidFire -2.
CCOc1ccc(OCCSc2nc3ccccc3n2Cc2ccccc2)cc1 was read as mcGAS RapidFire -3.
Screening O=C(Cc1cn2ccsc2n1)NC1CCSc2ccc(F)cc21 (centres undefined) returned mcGAS RapidFire -2.
Screening Cc1[nH]n(-c2ccccc2)c(=S)c1C=Nc1ccccc1Br returned mcGAS RapidFire -5.
For CCc1cnc2c(c1N1CCCC1)c(=O)n(C)c(=O)n2C the results were mcGAS RapidFire -6.
`Cc1ccc(/C=C/C2=NC(=C\c3cccs3)/C(=O)O2)cc1` gave mcGAS RapidFire -4.
For Cc1ccc(N2CCN(S(=O)(=O)c3ccc(Br)cc3)CC2)cc1Cl the results were mcGAS RapidFire 7.
`CCN(Cc1csc(CC(=O)NC)n1)c1cc(C)cc(C)c1` gave mcGAS RapidFire 0.
For CC1=C(C(=O)Nc2cc(C)on2)C(c2c(F)cccc2Cl)NC(=O)N1 (centres undefined) the results were mcGAS RapidFire -7.
Screening Cn1ccnc1C(O)C1CCN(c2nccc(CCC(F)(F)F)n2)CC1 (centres undefined) returned mcGAS RapidFire 2.
`O=C(NCC1Cc2cccc(-c3ccccc3C(F)(F)F)c2O1)c1cnc2ccccn2c1=O` (centres undefined) gave mcGAS RapidFire -12.

A stretch taken from the entries so far, as a working copy:
Screening Cn1ccnc1C(O)C1CCN(c2nccc(CCC(F)(F)F)n2)CC1 (centres undefined) returned mcGAS RapidFire 2.
`O=C(NCC1Cc2cccc(-c3ccccc3C(F)(F)F)c2O1)c1cnc2ccccn2c1=O` (centres undefined) gave mcGAS RapidFire -12.

Going on with the list:
`OCCOCCNC[C@]1(O)CCCN2CCCC[C@@H]21` gave mcGAS RapidFire -8.
Screening CC(=O)Nc1ccc(C(=O)Nc2ccc(S(=O)(=O)N3CCCC3)cc2)s1 returned mcGAS RapidFire -11.
N#Cc1cccnc1NCc1ccc(OC(F)F)cc1 was read as mcGAS RapidFire -18.
`CCOc1ccc(-n2ccnc(NCc3cccs3)c2=O)cc1` gave mcGAS RapidFire -11.
`COCCCn1ccc2c(nnc3c(-c4ccc(Cl)cc4)cnn32)c1=O` gave mcGAS RapidFire 0.

Fetched one by one from the entries so far, 5 records:
`OCCOCCNC[C@]1(O)CCCN2CCCC[C@@H]21` gave mcGAS RapidFire -8.
Screening CC(=O)Nc1ccc(C(=O)Nc2ccc(S(=O)(=O)N3CCCC3)cc2)s1 returned mcGAS RapidFire -11.
`CCOc1ccc(-n2ccnc(NCc3cccs3)c2=O)cc1` gave mcGAS RapidFire -11.
`COCCCn1ccc2c(nnc3c(-c4ccc(Cl)cc4)cnn32)c1=O` gave mcGAS RapidFire 0.
N#Cc1cccnc1NCc1ccc(OC(F)F)cc1 was read as mcGAS RapidFire -18.

High-throughput results from PubChem.

Some of the compounds tested; the hit share may differ from the screen's.
